Compound activity as filed in PubChem.
MBD2 inh – inhibitors of human MBD2 binding to methylated oligonucleotide | Q9UBB5 | TR-FRET | inhibition, % at 4.4 µM | hit rate 0.31% among 370,000; in the data active means inhibition above about 13%
NPR2 activator – GC-B (human) receptor activation. P20594. HEK293-GC-B cells, CNP EC30, cGMP TR-FRET; 0% at EC30 CNP, 100% saturating CNP. activation, % at 10 µM. hit rate 0.11% among 370,000. AID 1920062;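 active means activation at 10 µM reaching about 35% in either raw or pattern-adjusted values, limit read from the data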
PRMT1 inh – blocks human protein arginine methyltransferase 1; Q99873; recombinant PRMT1, activity-based probe fluorescence polarization; inhibition, % at 2.79 µM; AID 652257; hit rate 1.3% among 370,000;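 active means inhibition above about 21% made by adding two undisclosed values, limit read from the data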
Target sequence (Q99873 whole entry, looked up): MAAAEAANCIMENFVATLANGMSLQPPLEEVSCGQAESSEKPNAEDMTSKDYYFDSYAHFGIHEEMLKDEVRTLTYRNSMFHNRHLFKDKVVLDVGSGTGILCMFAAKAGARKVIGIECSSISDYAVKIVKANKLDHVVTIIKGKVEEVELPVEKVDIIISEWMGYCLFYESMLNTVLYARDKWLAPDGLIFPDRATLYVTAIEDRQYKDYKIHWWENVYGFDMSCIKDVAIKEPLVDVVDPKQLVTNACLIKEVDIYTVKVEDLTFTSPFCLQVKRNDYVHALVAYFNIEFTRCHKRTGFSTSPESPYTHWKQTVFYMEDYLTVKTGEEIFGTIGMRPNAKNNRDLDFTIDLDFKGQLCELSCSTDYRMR
HTRA1 inhibitor – blocks human HTRA1 serine peptidase | recombinant HTRA1, FP-rhodamine activity-based probe, fluorescence polarization | inhibition, % at 5.96 µM | hit rate 0.5% among 340,000 | AID 504803; in the data active means inhibition above about 36%;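 further: 0% = enzyme with DMSO and 100% = wells lacking enzyme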
SIAE primary – human SIAE inhibition, primary screen; hit rate 0.69% among 370,000; SIAE FP-Rh probe binding, fluorescence polarization; AID 1053197; Q9HAT2; inhibition, % at 9.66 µM;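 active means inhibition above a cutoff: mean of compounds within the control limits plus 3 SD of those, cut at about 17% in these data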;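 further: 0% = plate median of compound wells and 100% = probe without SIAE protein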
ABHD4 inh – inhibits mouse alpha/beta hydrolase domain 4. purified mABHD4, FP-Rh probe fluorescence polarization. inhibition, % at 8.92 µM. hit rate 0.54% among 370,000. AID 720543;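 active means inhibition exceeding the mean over every tested compound plus 3 SD, cut at about 30% in these data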;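 further: 0% = plate median of compound wells and 100% = S159A mutant with DMSO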
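Assay system: wild-type mouse ABHD4 protein; compound: single nominal dose of 8.92 µM, 0.89% DMSO final; schedule: 45 min + 60 min at 25 °C; measured by: FP readout, ex 525 nm / em 598 nm; evaluation: % inhibition of FP-Rh probe binding versus controls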
LEDGF integ inh – blocks HIV-1 LEDGF/p75-dependent DNA integration; AID 743269; hit rate 0.64% among 370,000; inhibition, % at 3.7 µM; TR-FRET IN-LEDGF/p75 DNA integration, Eu/Cy5;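 active means inhibition above the screen-wide mean plus 3 SD, cut at about 13% in these data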;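 further: signal is the Cy5 over europium emission ratio at 671 and 618 nm; 0% = plate median of compound wells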
TDP2 absorb – TDP2 (human) inhibition, absorbance primary screen | AID 720702 | recombinant TDP2, T5PNP hydrolysis, p-nitrophenol absorbance 415 nm | inhibition, % at 12.8 µM | hit rate 0.34% among 370,000 | O95551;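 active means inhibition above the mean of all tested compounds plus 3 SD, set per campaign, cut at about 25% in these data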;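 further: 0% = DMSO with enzyme and 100% = buffer with substrate but no TDP2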
Target sequence (O95551 whole entry, looked up): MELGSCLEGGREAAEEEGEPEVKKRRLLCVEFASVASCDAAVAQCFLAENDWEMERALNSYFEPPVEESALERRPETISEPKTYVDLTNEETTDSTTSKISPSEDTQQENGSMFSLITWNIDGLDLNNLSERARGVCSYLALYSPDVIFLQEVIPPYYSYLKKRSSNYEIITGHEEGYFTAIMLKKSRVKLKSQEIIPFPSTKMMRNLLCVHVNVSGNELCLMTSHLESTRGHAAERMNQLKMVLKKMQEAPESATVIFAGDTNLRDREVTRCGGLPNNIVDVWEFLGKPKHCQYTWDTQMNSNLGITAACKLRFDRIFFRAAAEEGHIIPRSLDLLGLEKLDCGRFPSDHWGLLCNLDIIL
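Incubation: 2 h at 37 °C; Test system: recombinant human TDP2; Quantity: enzyme 120 nM; Read-out basis: percent inhibition; Medium: 50 mM Tris-HCl pH 7.5 with Mg2+, KCl, DTT, BSA; Repeats: single replicate; Compound: 12.8 µM single point, 1% DMSO; Signal: epi absorbance; Reagent: 5 mM T5PNP chromogenic substrate; Benchmarks: no-enzyme high, DMSO-plus-enzyme low.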
TCR CD3 inh – inhibitors of human TCR-CD3 interaction. TAMRA-labeled TCR probe fluorescence, biochemical. inhibition, % at 9.4 µM. hit rate 0.37% among 360,000. AID 651800; in the data active means inhibition above about 19%;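 further: recombinant mutant TCR 2C K166C tagged with TAMRA read by polarization; 0% = receptor in buffer alone and 100% = receptor with positive control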
rCAG RNA binder – r(CAG) repeat RNA binding. hit rate 1.3% among 370,000. inhibition, % at 3 µM. TO-PRO-1 dye displacement fluorescence;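 active means inhibition above the plate cutoff, the mean of all test compounds on that plate plus 3 SD, cut at about 35% in these data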;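 further: 0% = DMSO alone and 100% = 100 µM mitoxantrone as full dye displacement; higher means more dye released from RNA so lower well fluorescence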
Starred values were filed as active, the others as inactive; . = not tested or not shown.

SMILES	MBD2 inh	NPR2 activator	PRMT1 inh	HTRA1 inhibitor	SIAE primary	ABHD4 inh	LEDGF integ inh	TDP2 absorb	TCR CD3 inh	rCAG RNA binder
CC(C)Nc1nc(NCCN2CCNC2=O)c2sccc2n1	7	6	40*	.	4	12	-1	1	1	1
CCCCCN(C(=O)CCC(=O)OCC(=O)NCc1cccc(OC)c1)c1c(N)n(CCCC)c(=O)[nH]c1=O	3	0	0	0	-6	4	0	75*	-2	-10
Cc1ccc(S(=O)(=O)N2CC=C(c3ccc(F)cc3)CC2)cc1	-2	0	-2	-24	-3	-9	4	2	4	-3
COc1ccc(C(=O)N/N=c2\oc3ccccc3cc2C(=O)NCc2ccccc2)cc1	0	-4	-2	-5	3	-1	1	4	7	3
CCOC(=O)c1c[nH]n2c(=O)cc(C)nc12	1	-2	-2	.	8	0	2	-6	-2	-1
COc1ccccc1-c1cc(C(=O)NCc2ccco2)no1	-1	-3	-2	-12	-7	-2	1	-10	2	-2
COC(=O)C1=C(CS(=O)(=O)c2ccccc2)NC(=O)NC1c1ccccc1 (stereo unspecified)	-3	-1	-3	5	7	6	1	10	-4	0
Cc1cc(C)n(-c2ccc(C(=O)Nc3cccc([N+](=O)[O-])c3)cc2)n1	3	-5	0	-19	-8	-7	2	-3	1	-1
COc1ccccc1CNC(=O)CSC(=S)N1CCCC1	1	-1	13	1	1	4	-4	14	-1	-4
COc1cc(Cl)c(C)cc1NC(=O)CCN1C(=O)NC(C)(C)C1=O	1	0	-7	6	-7	3	2	-3	1	-1
Cc1cc2ccccc2c(=O)n1CC(=O)NCc1ccco1	6	4	0	-5	-4	7	1	5	-1	5
CC(C)(C)c1ccc(C(=O)NCCCN2CCN(CCCNC(=O)c3ccc(C(C)(C)C)cc3)CC2)cc1	-1	-7	-3	-4	0	14	-2	-6	10	3
CC1(C)Cc2cccc(Oc3ccc(S(=O)(=O)N4CCCC4)cn3)c2O1	6	0	-6	-4	-2	-6	2	-6	3	-5
Cc1ccc(/C=C/c2nc3ccccc3c(=O)[nH]2)cc1	2	-12	-2	-2	5	0	2	-12	-1	-1
Nc1c(C(=O)Nc2ccc3c(c2)OCCO3)nnn1Cc1ccc(Cl)cc1	-6	3	1	-4	4	1	-1	17	3	1
CCOc1ccccc1NC(=O)CCNS(=O)(=O)c1ccc2[nH]c(=O)oc2c1	3	0	2	0	0	5	-1	-2	0	8
COCCCNC(=S)N1CCCN(c2nc3cc(C)ccc3cc2C#N)CC1	5	.	5	3	-14	-2	-4	-1	-3	-2
c1nc2nc3c(c(N4CCCC4)n2n1)CCCC3	-2	-1	-10	.	-1	4	4	-5	.	2
CC(C)C(=O)Nc1cc(C(F)(F)F)ccc1-n1ccnc1	-2	2	-3	-6	1	-2	3	-8	1	1
CC(C)C[C@@H](CO)NS(=O)(=O)c1cc(Cl)ccc1F	-2	1	-6	5	-4	0	6	-5	-7	0
CN(C)c1ccc(/C=N/NC(=O)C(=O)/C=C2\NC3(CCCC3)Cc3ccccc32)cc1	-5	7	2	-1	-4	6	-3	-1	11	8
COc1ccc(NC(=S)N2CCCN(Cc3cc(C)ccc3C)C2)cc1	1	-12	5	-4	12	-2	-2	-10	-1	1
CCCCn1nnnc1C1(C)CCC(=O)N1CCc1c[nH]c2ccccc12 (stereo unspecified)	-4	-2	0	.	10	-1	-3	6	4	1
CCCSc1nc(NCc2ccco2)c2c3c(sc2n1)COC(C)(C)C3	-6	2	3	-16	-4	-9	1	8	5	15
COc1cccc(C(=O)Nc2cc3c(cc2C(C)=O)OCCO3)c1	-3	0	0	-1	-8	-3	-2	10	2	-1
COc1ccc(Cc2nnc(N=Nc3c(O)[nH]c4ccc(Br)cc34)[nH]c2=O)cc1	2	-1	-3	4	3	8	3	-5	9	14
Cc1ccc(NC(=O)N2CCC(N(C)CCC(C)C)CC2)cc1F	2	-5	-1	.	-3	0	-3	8	.	-2

4 compounds from above, sorted by the value under TCR CD3 inh, falling.
| smiles | TCR CD3 inh |
| --- | --- |
| CCCSc1nc(NCc2ccco2)c2c3c(sc2n1)COC(C)(C)C3 | 5 |
| Cc1ccc(S(=O)(=O)N2CC=C(c3ccc(F)cc3)CC2)cc1 | 4 |
| COc1ccccc1CNC(=O)CSC(=S)N1CCCC1 | -1 |
| CCOC(=O)c1c[nH]n2c(=O)cc(C)nc12 | -2 |

Single records, from the list above:
Profile of COc1ccc(Cc2nnc(N=Nc3c(O)[nH]c4ccc(Br)cc34)[nH]c2=O)cc1 = MBD2 inh: 2; NPR2 activator: -1; PRMT1 inh: -3; HTRA1 inhibitor: 4; SIAE primary: 3; ABHD4 inh: 8; LEDGF integ inh: 3; TDP2 absorb: -5; TCR CD3 inh: 9; rCAG RNA binder: 14
Profile of CC(C)(C)c1ccc(C(=O)NCCCN2CCN(CCCNC(=O)c3ccc(C(C)(C)C)cc3)CC2)cc1 = MBD2 inh: -1; NPR2 activator: -7; PRMT1 inh: -3; HTRA1 inhibitor: -4; SIAE primary: 0; ABHD4 inh: 14; LEDGF integ inh: -2; TDP2 absorb: -6; TCR CD3 inh: 10; rCAG RNA binder: 3

Seven compounds from above, ordered by length of the SMILES, largest number first.
SMILES	MBD2 inh	NPR2 activator	PRMT1 inh	HTRA1 inhibitor	SIAE primary	ABHD4 inh	LEDGF integ inh	TDP2 absorb	TCR CD3 inh	rCAG RNA binder
Cc1cc(C)n(-c2ccc(C(=O)Nc3cccc([N+](=O)[O-])c3)cc2)n1	3	-5	0	-19	-8	-7	2	-3	1	-1
CCCSc1nc(NCc2ccco2)c2c3c(sc2n1)COC(C)(C)C3	-6	2	3	-16	-4	-9	1	8	5	15
COc1ccc(NC(=S)N2CCCN(Cc3cc(C)ccc3C)C2)cc1	1	-12	5	-4	12	-2	-2	-10	-1	1
Cc1ccc(NC(=O)N2CCC(N(C)CCC(C)C)CC2)cc1F	2	-5	-1	.	-3	0	-3	8	.	-2
CC(C)C(=O)Nc1cc(C(F)(F)F)ccc1-n1ccnc1	-2	2	-3	-6	1	-2	3	-8	1	1
CC(C)Nc1nc(NCCN2CCNC2=O)c2sccc2n1	7	6	40*	.	4	12	-1	1	1	1
c1nc2nc3c(c(N4CCCC4)n2n1)CCCC3	-2	-1	-10	.	-1	4	4	-5	.	2

These rows are one share of the data; count on the stated rates, not on these rows.
